Bioassay records: PubChem, several laboratories
ZTA DNA inh – counter-screen for EBNA-1 inhibitors: inhibitors of Epstein-Barr virus ZTA | P03206 | ZTA-DNA binding, fluorescence polarization | hit rate 0.15% among 320,000 | AID 2234 | inhibition, % at 11 µM; in the data active means inhibition above about 33%
Target sequence (P03206 whole entry, looked up): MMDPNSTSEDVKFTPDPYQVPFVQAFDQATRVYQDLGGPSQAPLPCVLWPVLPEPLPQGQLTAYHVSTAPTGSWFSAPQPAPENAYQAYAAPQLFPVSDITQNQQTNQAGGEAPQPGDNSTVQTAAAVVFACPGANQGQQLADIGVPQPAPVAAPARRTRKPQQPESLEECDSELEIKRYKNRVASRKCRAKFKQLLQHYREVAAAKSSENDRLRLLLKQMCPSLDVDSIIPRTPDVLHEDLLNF
EBNA-1 inh – blocks EBNA-1 binding to DNA; AID 1950; hit rate 0.34% among 300,000; EBNA-1 DNA binding, fluorescence polarization; inhibition, % at 14.8 µM; in the data active means inhibition above about 28%
HCV core dimer – HCV core protein dimerization inhibition; AID 1899; TR-FRET GST/Flag-core106 dimerization, 1536-well; hit rate 0.33% among 300,000; inhibition, % at 5 µM;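 active means inhibition above the mean of all tested compounds plus 3 SD, set per screening campaign, cut at about 45% in these data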
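Assay system: GST-tagged and Flag-tagged HCV core protein residues 1-106 / Times: compound-protein-antibody incubation 4 h at 22.5 °C / Signal: time-resolved FRET, ex 340 nm, em 617 and 671 nm / Evaluation: % inhibition based on acceptor/donor emission ratio / Benchmarks: wells lacking GST-core106 and wells with excess unlabelled core106 / Repeats: singlicate, one well per compound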
TPT1 inhibitor – blocks Candida albicans tRNA 2'-phosphotransferase; recombinant caTPT1, FP RNA substrate dephosphorylation; inhibition, % at 5 µM; hit rate 0.81% among 300,000; AID 1962;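 active means inhibition above the mean of all tested compounds plus 3 SD, set per screening campaign, cut at about 24% in these data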;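 further: plate controls were DMSO alone for no effect and ferristatin control at 100 nM for full effect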
PP5 inh – inhibitors of human protein phosphatase 5 (PP5). P53041. purified PP5c, OMFP substrate fluorescence. inhibition, % at 6.7 µM. hit rate 0.18% among 320,000;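 active means inhibition above the campaign's mean inhibition across all tested compounds plus 3 SD, cut at about 9.5% in these data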;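 further: 0% = DMSO only and 100% = 100 µM cantharidin control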
Target sequence (P53041 whole entry, looked up): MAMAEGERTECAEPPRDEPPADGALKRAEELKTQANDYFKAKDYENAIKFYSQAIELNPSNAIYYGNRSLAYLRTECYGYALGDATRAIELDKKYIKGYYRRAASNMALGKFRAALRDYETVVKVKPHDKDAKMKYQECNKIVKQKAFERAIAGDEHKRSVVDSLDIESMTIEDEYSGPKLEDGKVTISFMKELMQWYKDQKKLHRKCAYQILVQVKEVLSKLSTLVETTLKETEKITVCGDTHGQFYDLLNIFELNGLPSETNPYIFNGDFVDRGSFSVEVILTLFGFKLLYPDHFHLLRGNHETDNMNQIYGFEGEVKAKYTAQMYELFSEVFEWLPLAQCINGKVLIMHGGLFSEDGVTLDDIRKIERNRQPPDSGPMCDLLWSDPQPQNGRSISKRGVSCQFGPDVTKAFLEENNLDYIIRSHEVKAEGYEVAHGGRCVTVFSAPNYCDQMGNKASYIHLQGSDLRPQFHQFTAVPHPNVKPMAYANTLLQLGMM
GASC-1 inh – human JMJD2C demethylase inhibition | GST-JMJD2C(1-420) H3K9me3 demethylation, DELFIA europium | AID 2099 | inhibition, % at 2.35 µM | hit rate 0.069% among 330,000;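 active means more than half of a compound's replicate wells show inhibition beyond 50%, single wells judged on their own value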;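 further: signal counts dimethyl H3K9 product captured on neutravidin plate; 0% = median of DMSO wells and 100% = 0.3 times that DMSO median; strong numbers were not always called active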
Fh CTSL1 inh – counter-screen for PFM18AAP inhibitors: inhibitors of F. hepatica cathepsin L1; inhibition, % at 5.96 µM; AID 1906; recombinant F. hepatica cathepsin L1, Z-Leu-Arg-MCA fluorescence; hit rate 0.49% among 300,000;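 active means inhibition above the mean of all tested compounds plus 3 SD, set per screening campaign, cut at about 17% in these data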;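 further: 0% = plate median of test compound wells and 100% = 1 µM Z-Phe-Ala-diazomethylketone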
CR mimetic SO – yeast age-related superoxide inhibition as caloric restriction mimetic | S. cerevisiae aged cells, superoxide DHE fluorescence; stronger effect = lower value | superoxide response (% of plate mean), % at 10 µM | hit rate 0.18% among 330,000 | AID 2690;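 active means superoxide response under a set limit, about three screen SD below normal, cut at about 65% in these data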;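 further: yeast aged for seven days with compound at 30 °C before DHE staining; 100% = average MFI of all compound-treated wells on the plate with controls excluded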
PP1 inh – PP1-alpha (human) inhibition in PP5 counter-screen. AID 2235. hit rate 0.9% among 320,000. purified PP1alpha, OMFP fluorescence. inhibition, % at 6.7 µM;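 active means inhibition above the mean inhibition of all tested compounds plus 3 SD, computed separately for each screening campaign, cut at about 15% in these data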
Target sequence (P62136 whole entry, looked up): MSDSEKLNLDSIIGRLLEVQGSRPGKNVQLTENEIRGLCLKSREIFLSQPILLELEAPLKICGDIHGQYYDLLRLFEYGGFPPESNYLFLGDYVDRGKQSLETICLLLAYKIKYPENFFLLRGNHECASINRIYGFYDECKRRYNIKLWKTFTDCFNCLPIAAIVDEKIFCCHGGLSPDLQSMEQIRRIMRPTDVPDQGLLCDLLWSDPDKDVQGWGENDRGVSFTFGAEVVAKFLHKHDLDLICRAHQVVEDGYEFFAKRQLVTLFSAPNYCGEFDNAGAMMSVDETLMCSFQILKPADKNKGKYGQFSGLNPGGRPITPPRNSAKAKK
* hit, by the source's call; / = not tested or not shown; & = joins results of further samples.

mol	PP5 inh	PP1 inh	CR mimetic SO	Fh CTSL1 inh	HCV core dimer	TPT1 inhibitor	ZTA DNA inh	GASC-1 inh	EBNA-1 inh
CC(=O)c1cccc(NC(=O)CN2C(=O)C(=O)N(Cc3ccco3)C2=O)c1	0.7	4	98	/	/	/	-2	-3	/
Cc1ccc(Cl)c2c1NC(=O)C2(O)CC(=O)c1ccc(F)cc1 (centres undefined)	3.2	-1	88	-1	-12	-4	-24	-2	-8
O=C(NCCOc1ccc(F)cc1)C1CCC(=O)N(CCN2CCOCC2)C1 (centres undefined)	0.8	-1	98	-1	-2	2	4	-2	7
O=C(Nc1nncs1)c1ccc2c(c1)OCO2	0.1	-4	108	8	-11	0	-14	36	-5
CCCCC(=O)Nc1ccc(C(=O)N2CCCC(C(=O)OCC)C2)cc1 (centres undefined)	1.1	-4	113	-5	4	-4	-8	0	-3
CCOC(=O)NNc1ccc(C(F)(F)F)cn1	0.3	-6	109	5	-1	3	-7	6	-11
Cc1c(C(=O)N2CCCCC2)c(S(=O)(=O)N2CCN(c3ccc(Cl)cc3)CC2)c(C)n1C	4.1	3	108	3	-2	0	-5	24	-6
O=C(COc1ncnc2cc([N+](=O)[O-])ccc12)NCc1ccc2c(c1)OCO2	0.5	2	115	0	32	-6	-4	5	-1
COc1ccccc1CN(C(=O)c1cnccn1)C(C(=O)NC1CCCCC1)c1cc(OC)c(OC)c(OC)c1 (centres undefined)	-1.7	-4	110	-2	2	1	-2	-16	5
N#Cc1ccc(CN2C=NS(=O)(=O)c3ccccc32)cc1	-1.2	-1	79	-3	-7	0	-5	-1	-13
O=c1oc2ccccc2c2[nH]ccc12	1.1	-1	94	0	-3	-4	4	-16	13
NC(=O)c1ccc(NC(=O)CSc2nnc(C3CCCCC3)n2N)cc1	3.8	-1	87	-1	-6	2	5	5	-4
COc1ccc(N2CCN(c3nc(Nc4ccc(C)c(F)c4)nc(N4CCCC4)n3)CC2)cc1	-0.1	-3	87	-2	1	-2	-22	5	7
Cc1ccc(/C(=N/Nc2ncnc3ccccc23)C(=O)O)cc1	2.3	6	92	4	-11	-2	-17	7	6
Cn1c(=O)n(C)c2cc(/C=N/n3cnnc3)ccc21	1.2	-7	120	2	3	-2	1	-3	-6
O=C(COC(=O)/C=C/c1cccs1)Nc1ccc2ccccc2c1	2.5	-5	118	-2	-4	2	-1	-5	-3
COc1ccc(OC)c(N(CC(=O)NCCSCc2ccco2)S(=O)(=O)c2ccccc2)c1	1.8	1	108	2	1	-1	-5	-9	1
CC(NC(=O)C(=O)NCCN1CCN(C(=O)c2ccccc2Br)CC1)c1ccccc1 (centres undefined)	1.8	-6	114	0	0	-3	-5	2	-12
NC(=O)C1CCN(C(=S)NC2CC3C=CC2C3)CC1 (centres undefined)	0.5	-4	113	0	0	3	-17	-7	-1
OCCCCC#Cc1c(-c2ccsc2)sc2ccccc12	4.3	-6	99	-4	-46	-2	-17	1	0
COc1ccc(C/C(N)=N/OC(=O)c2cccs2)cc1	2.2	-1	104	-3	2	3	21	13	-8
CSCCC(NS(=O)(=O)c1ccc(Cl)c(Cl)c1)C(=O)O (centres undefined)	-3.0	1	102	1	-3	-1	2	3	-13
Cn1c(=O)c2c(nc(N/N=C/c3ccc(OC(=O)c4ccco4)cc3)n2Cc2ccc(F)cc2)n(C)c1=O	-0.1	-1	112	1	4	-3	8	-10	-1
CCN(CC(=O)NCc1ccc(Cl)cc1)C(=O)c1cnc(Cl)c(Cl)c1	4.4	0	111	-1	-5	7	-9	3	-8
COc1cc(C2C(C#N)=C(N)Oc3n[nH]c(-c4cccnc4)c32)cc(Br)c1O (centres undefined)	2.5	0	101	2	1	10	5	-31	-12
CCOC(=O)C(NC(=O)Nc1ccc(C(N)=O)cc1)(c1ccccc1)C(F)(F)F (centres undefined)	0.6	-3	94	0	-1	-1	10	1	3
COC(=O)c1ccc(COC(=O)C2CCN(S(=O)(=O)c3ccc(C)c(C)c3)CC2)o1	2.8	-3	104	0	-3	-5	-18	-2	-9
O=c1oc2ccccc2nc1/C=C(\O)c1ccccc1	1.9	-3	95	6	-3	-6	1	-3	-2
COc1cc2c(cc1OC)CN(C(=O)CC1CC3CCC1C3)CC2 (centres undefined)	3.3	-7	108	9	2	-4	-24	5	-1
CCN(C(=O)Cn1c(=O)oc2ccccc21)c1cccc(C)c1	2.4	3	118	-1	5	1	8	-5	1
CCN(CC(=O)Nc1ccc2c(c1)OCCO2)C(=O)/C=C/c1ccc(OC)cc1OC	1.2	-7	107	3	-1	-4	-7	8	9
Cc1sc2nc(C(C)C)nc(SCC(=O)N3c4ccccc4CC3C)c2c1C (centres undefined)	-0.8	-5	90	5	9	3	11	1	3
O=C(CNC(=O)c1cc(S(=O)(=O)N2CCCCC2)ccc1N1CCOCC1)Nc1ccc(F)c(F)c1	-0.8	1	102	-1	0	-1	17	23	-3
CCCn1c2ccccc2c2nnc(SCC(=O)Nc3c(C)n(C)n(-c4ccccc4)c3=O)nc21	0.8	-1	90	5	2	0	-2	49	-2
Cc1ccc(NC(=O)c2sc3nc4c(c(-c5ccco5)c3c2N)CCC4)cc1	4.3	0	82	5	10	15	-9	4	-2
CNc1cc(NS(=O)(=O)c2ccc(N)cc2)nc(NC)n1	0.4	1	105	-3	4	4	-6	/	4
COc1cc2[nH]c3c(N4CCN(c5ccccn5)CC4)ncnc3c2cc1OC	4.8	-1	97	-14	-7	-5	-9	1	-2
CC(=O)N1N=C(c2ccc(C)cc2)OC1c1ccc(Br)cc1 (centres undefined)	1.5	1	101	-5	10	2	-2	2	8
CCc1cn(S(=O)(=O)c2ccccc2OC)nc1N	2.8	-2	97	-3	-2	0	-8	-7	9
Cc1ccc(S(=O)(=O)NCCSc2ncccn2)cc1	-0.5	4	103	-3	-2	6	-5	3	-5
CCOc1cc(CNc2ccc(Br)cc2)cc(Br)c1OCC(=O)NC(C)(C)C	2.1	0	82	1	-1	2	-9	2	-7
COc1ccccc1/C=[N+](\[O-])C1SC(=S)N(C)C1(C)C (centres undefined)	0.8	-3	95	1	4	1	-17	-7	-14
CC1CCCCN1CCCNC(=O)c1nn(C)c2c1CSc1ccccc1-2 (centres undefined)	-3.5	-4	79	0	-1	3	6	27	-5
Cc1cccc(NC(=O)c2nc[nH]c2C(=O)NC2CCN(C(=O)OC(C)(C)C)CC2)c1	0.8	-3	143	/	/	/	6	-8	/
c1ccc2oc(C3=NNC(=NC4CC4)SC3)cc2c1	-2.5	-2	104	1	10	18	-3	0	-9
Cn1c(NCCN(CCO)CCCc2ccc([N+](=O)[O-])cc2)cc(=O)n(C)c1=O	-1.4	1	103	0	5	-1	-2	-5	11
Cc1ccc(CCNC(=O)c2nn(C)c3c2CS(=O)(=O)c2ccccc2-3)cc1	0.1	-2	98	4	8	-2	3	-1	2
C=C1CCN([C@@H](C)C(=O)NCCCCCC)S(=O)(=O)c2ccccc21	2.3	-2	90	2	2	-4	-7	1	8
Cc1ccc(NC(=O)c2cc(S(=O)(=O)N3CCC4(CC3)OCCO4)ccc2F)cc1	0.8	0	104	0	-3	1	-10	7&-1	-1
CCCNCCC(c1ccco1)c1ccccc1OC (centres undefined)	1.9	5	115	-1	3	1	-11	2	-5
COc1ccc(CNC(=O)C2CCN(S(=O)(=O)c3ccc(-c4nn[nH]n4)cc3)CC2)cc1	0.8	1	103	7	-3	-5	-9	4&-48	3
N#Cc1nc(Cc2cccc3ccccc23)oc1N1CCC(C(N)=O)CC1	-0.1	0	104	-4	0	0	-5	4	3
COc1ccc(-c2ccc(=O)n(CC(=O)Nc3cccc(O)c3)n2)cc1OC	2.3	-2	103	-2	11	2	-3	7	-15
O=C(c1cccs1)N1CCN=C1SCc1ccc(F)cc1	1.7	-2	106	-2	-5	0	4	4	1
CCCc1c(O)nc(SCC(=O)O)[nH]c1=O	-3.0	0	95	1	-2	-1	-6	4	4
Cc1ccc(NC(=O)CN(C)CC(=O)Nc2ccc(N3CCOCC3)cc2)c([N+](=O)[O-])c1	1.1	3	107	-1	-6	-3	-4	2	3
CCNC(=S)NS(=O)(=O)c1ccccc1	-0.6	-2	99	-1	-3	-6	-12	-6	-6
O=C(Oc1cccc(NC(=O)c2ccco2)c1)c1ccc(Br)c(S(=O)(=O)N2CCCCC2)c1	3.9	0	106	-10	22	-4	-14	-16	-4
COC(=O)c1c(C(=O)OC)c(-c2ccc(C)cc2)n2c1CS(=O)C2 (centres undefined)	-1.0	1	101	-1	-4	-8	2	0	5
COc1ccc(/C=C2\Sc3ccc(C(=O)NCCN4CCCCCC4)cc3N(C)C2=O)cc1	2.5	3	122	0	-2	-2	22	-22	2

Following part.
mol	PP5 inh	PP1 inh	CR mimetic SO	Fh CTSL1 inh	HCV core dimer	TPT1 inhibitor	ZTA DNA inh	GASC-1 inh	EBNA-1 inh
Cc1ccc2nc(-c3cccnc3)cc(C(=O)Nc3ccccc3[N+](=O)[O-])c2c1	1.6	4	105	2	-5	-2	16	0	2
Cc1ccccc1N(CC(=O)NC1CCCC1)C(=O)c1csnn1	2.8	-2	113	-1	-6	-3	-16	-4	4
CCc1ccc(CN2C(=O)c3ccccc3C2C(=O)NC(C)CC)cc1 (centres undefined)	-0.6	-6	107	-4	8	-1	12	56	-13
Cc1ccc(C(=O)Nc2ccc3c(c2)OCCO3)o1	-1.1	4	96	10	2	-2	8	8	2
O=C(Cc1ccccc1)N1CCN(c2ccccc2F)CC1	-1.0	-7	86	-3	7	0	5	5	-10
CC(=O)Nc1ccc(NC(=S)NC(=O)c2ccc([N+](=O)[O-])c(C)c2)cc1	2.2	1	95	1	-2	6	-6	11	-1
CNC(=O)NC(=O)CSc1nc2sccc2c(=O)n1-c1ccccc1	0.1	0	102	3	13	4	5	-3	2
CC(C)=C1SC(N2CCN(c3ccc(Cl)cc3)CC2)=NC1=O	1.7	-2	91	-3	10	-1	9	7	1
O=C1c2ccccc2S(=O)(=O)c2cc(C(=O)N3CCCC3)ccc21	0.5	1	98	0	-5	1	-15	-3	8
CCOc1ccc(C(C)(C)C)cc1S(=O)(=O)Nc1ccncc1	0.6	-6	98	-2	-1	-2	6	0	-3
CCCCNC(=O)NS(=O)(=O)c1ccc(NC(=O)C(NC(N)=O)C(C)CC)cc1 (centres undefined)	-0.9	-4	88	4	-3	2	3	-2	3
COc1ccc(CC(NC(C)=O)C(=O)NC2CCN(c3c(Cc4ccccc4)c(C)nc4ncnn34)CC2)cc1OC (centres undefined)	-0.8	0	98	1	-7	0	-9	3	-5
CCN1CCN(c2ccc(NC(=O)c3cccnc3)cc2Cl)CC1	2.1	-2	83	-1	-3	-2	-12	35	-9
COc1ccc(S(=O)(=O)Cc2ccc(C(=O)NC3CC3)o2)cc1	0.9	-2	93	1	-5	-1	10	-10	8

Part of the list above, field by field:
CCN(CC(=O)Nc1ccc2c(c1)OCCO2)C(=O)/C=C/c1ccc(OC)cc1OC
  PP5 inh = 1.2
  PP1 inh = -7
  CR mimetic SO = 107
  Fh CTSL1 inh = 3
  HCV core dimer = -1
  TPT1 inhibitor = -4
  ZTA DNA inh = -7
  GASC-1 inh = 8
  EBNA-1 inh = 9

COc1ccc(CNC(=O)C2CCN(S(=O)(=O)c3ccc(-c4nn[nH]n4)cc3)CC2)cc1
  PP5 inh = 0.8
  PP1 inh = 1
  CR mimetic SO = 103
  Fh CTSL1 inh = 7
  HCV core dimer = -3
  TPT1 inhibitor = -5
  ZTA DNA inh = -9
  GASC-1 inh = 4&-48
  EBNA-1 inh = 3
